HIF act = HIF pathway transcriptional activators, primary screen, cell-based, U2OS HRE-luciferase, luminescence; U2OS HRE-luciferase reporter; normalized: DMSO 0%, desferrioxamine 100%; activation, % at 7.5 µM (by protocol); 300,000 compounds, 0.32% hits;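 active means mean activation of at least 10% of the iron chelator positive control signal, with at least half of replicates also reaching 10%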
TRPC4 inh = inhibitors of mouse TRPC4 channel, primary screen, Fluo4 calcium, HEK293 TRPC4beta/mu-opioid cells; Short transient receptor potential channel 4 (Mus musculus), Q9QUQ5; DAMGO-evoked Fluo4 calcium flux; hits give low values; B-score at 10 µM; 300,000 compounds, 0.39% hits; AID 2247, 2010;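 active means B-score over 3 SD under the library average, no early fluorescence shift, positive overall ratio signal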
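Material: HEK293 cells with stable TRPC4beta plus mu-opioid receptor expression; probe or stimulus: DAMGO in two steps, submaximal then maximal; technique: Fluo4 calcium fluorescence by kinetic imaging, 5 s 1 Hz baseline; measure: integrated fluorescence ratio relative to baseline, converted to per-well B score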
IEC-6 tox = cytotoxicity in IEC-6 intestinal epithelial cells, primary screen, cytotoxicity control for KLF5 inhibitor project, cell-based, luminescence | IEC-6 cytotoxicity, luminescence viability | inhibition, % at 5 µM | 290,000 compounds, 0.78% hits | AID 1825, 2009; in the data active means inhibition above about 22%;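 further: 0% = plate median of test compound wells and 100% = cytotoxic reference compound wells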
TRPC4 agonist = activators of mouse TRPC4 channel, primary screen, Fluo4 calcium, HEK293 TRPC4beta/mu-opioid cells | B-score at 10 µM | 310,000 compounds, 0.49% hits | Short transient receptor potential channel 4 (Mus musculus), Q9QUQ5 | Fluo4 calcium fluorescence; hits give high values;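 active means B-score above 5 SD of library B-scores, and initial fluorescence ratio not above library mean plus 5 SD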;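 further: positive B-score marks a calcium rise read as TRPC4 activation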
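System – HEK293 cells stably co-expressing mouse TRPC4beta and mu-opioid receptor · Signal – Fluo4 calcium-sensitive dye fluorescence, kinetic, 1 Hz baseline · Benchmarks – buffer (low) and maximal DAMGO (high) · Read-out – B score of integrated fluorescence ratio per well · Incubation – dye loading 45 min room temperature, 110 s kinetic read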
aSyn UTR inh = MLPCN primary screen, SNCA 5' untranslated region. alpha-synuclein 5'UTR reporter, inhibitor activity. inhibition, % (tested at 7.5 µM). 300,000 compounds, 0.82% hits. AID 1813, 2009; in the data active means inhibition above about 60%;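 further: H4 neuroglioblastoma cells stably carrying SNCA 5'UTR luciferase fusion; 0% = DMSO wells and 100% = positive control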
SKKanGAS inh = S. pyogenes SKKanGAS growth inhibitors in kanamycin, primary screen, streptokinase expression inhibitor project, SKKanGAS strain, BacTiter-Glo luminescence; 6 h; AID 1662, 2009; 300,000 compounds, 1.3% hits; inhibition, % at 7.5 µM;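 active means mean replicate score, as percent of positive control median, at least 50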;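 further: strain carries kanamycin resistance gene driven by streptokinase promoter and grows in 40 µg/ml kanamycin; loss of luminescence reflects streptokinase promoter inhibition or plain growth inhibition; 0% = median of DMSO wells and 100% = positive control at its reference dose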
TRPC6 inh = mouse TRPC6 channel inhibitors, primary screen, cell-based, HEK293, membrane potential dye. Short transient receptor potential channel 6 (Mus musculus), Q61143. ACh-evoked depolarization; hits give low values. B-score at 10 µM. 310,000 compounds, 1.1% hits. AID 2553, 2010;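 active means B-score under library mean minus 3 SD, initial fluorescence not abnormally high, positive integrated signal ratio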;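 further: B-score derived from integrated fluorescence ratio over the kinetic read; more negative B-score means stronger inhibition of depolarization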
Target sequence (Q61143 whole entry, looked up): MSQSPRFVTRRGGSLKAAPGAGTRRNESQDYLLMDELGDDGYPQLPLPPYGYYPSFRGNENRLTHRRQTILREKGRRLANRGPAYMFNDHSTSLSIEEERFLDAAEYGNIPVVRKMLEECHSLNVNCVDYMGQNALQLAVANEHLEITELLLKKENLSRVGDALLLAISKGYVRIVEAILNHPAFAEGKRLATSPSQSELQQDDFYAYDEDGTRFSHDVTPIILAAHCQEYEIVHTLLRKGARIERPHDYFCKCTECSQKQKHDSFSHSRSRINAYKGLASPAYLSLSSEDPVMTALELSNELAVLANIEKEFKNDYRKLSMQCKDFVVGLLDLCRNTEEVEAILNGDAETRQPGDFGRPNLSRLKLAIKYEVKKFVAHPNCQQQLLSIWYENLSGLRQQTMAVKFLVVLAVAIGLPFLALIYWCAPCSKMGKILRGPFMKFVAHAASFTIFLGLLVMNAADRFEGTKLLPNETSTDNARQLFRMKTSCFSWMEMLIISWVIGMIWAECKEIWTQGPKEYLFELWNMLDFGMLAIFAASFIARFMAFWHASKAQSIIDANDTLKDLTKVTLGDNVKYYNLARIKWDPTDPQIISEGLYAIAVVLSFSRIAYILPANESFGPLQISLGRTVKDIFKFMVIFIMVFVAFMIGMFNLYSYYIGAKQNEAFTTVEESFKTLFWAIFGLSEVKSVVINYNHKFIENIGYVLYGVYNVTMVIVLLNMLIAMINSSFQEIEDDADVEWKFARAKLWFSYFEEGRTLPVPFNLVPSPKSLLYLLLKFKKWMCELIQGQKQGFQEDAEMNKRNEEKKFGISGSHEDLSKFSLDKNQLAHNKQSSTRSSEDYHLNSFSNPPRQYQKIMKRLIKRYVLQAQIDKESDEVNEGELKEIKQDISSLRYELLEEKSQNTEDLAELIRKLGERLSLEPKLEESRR
TRPC4 potent = positive allosteric modulators of TRPC4, primary screen, cell-based, mouse TRPC4beta, HEK293 mu-opioid, Fluo-4 calcium; Short transient receptor potential channel 4 (Mus musculus), Q9QUQ5; DAMGO EC20, Fluo-4 Ca2+ flux; hits give high values; B-score at 10 µM; 310,000 compounds, 0.42% hits; AID 2227, 2009;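 active means B-score of calcium response area above 5 SD of library B-scores, with initial fluorescence ratio within 5 SD of library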;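 further: B-score of integrated fluorescence ratio over time as area under calcium response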
TRPC6 activator = mouse TRPC6 channel activators, primary screen, cell-based, HEK293, membrane potential dye; HEK293-TRPC6 membrane potential dye fluorescence; hits give high values; B-score at 10 µM; 310,000 compounds, 0.13% hits; AID 2550, 2010;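 active means B-score of the integrated fluorescence ratio above library mean plus 3 SD, and starting fluorescence ratio within library mean plus 5 SD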;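 further: higher score means more depolarization so channel activation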
MrgX1 antag = antagonists of human MrgX1 receptor, primary screen, HEK293 cells, Fluo-4 calcium flux. B-score at 10 µM. 310,000 compounds, 1.3% hits. AID 588676, 2011. Mas-related G-protein coupled receptor member X1 (Homo sapiens), Q96LB2. BAM8-22 antagonism; hits give low values;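 active means calcium-response B-score plate-corrected more than 3 library SD below zero, starting fluorescence within 5 deviations, no agonist response on first addition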;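 further: peak minus trough fluorescence over baseline after final BAM8-22 challenge near maximal dose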
KLF5 inh = KLF5 expression inhibitors, primary screen, DLD-1 cells, luminescence. DLD-1 KLF5 promoter-luciferase reporter. 290,000 compounds, 0.23% hits. inhibition, % at 5 µM;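 active means inhibition above a per-plate limit of that plate's mean compound inhibition plus 3 SD, cut at about 60% in these data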;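 further: 0% = DMSO wells and 100% = LY294002 at 200 µM; higher means less KLF5 promoter-driven luciferase light; inactives centre near -14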
Starred values were filed as active, the others as inactive; i = inactive; nt = no result given.

SMILES	HIF act	TRPC4 inh	IEC-6 tox	TRPC4 agonist	aSyn UTR inh	SKKanGAS inh	TRPC6 inh	TRPC4 potent	TRPC6 activator	MrgX1 antag	KLF5 inh
C#CCOCCOCCOCCNc1nc(N2CCN(C(=O)C([C@@H](C)CC)n3cc(C(N)COC(=O)C(F)(F)F)nn3)CC2)nc(N2CCN(C(=O)C([C@@H](C)CC)n3cc(C(N)CC(C)C)nn3)CC2)n1 (stereo partly drawn)	0.2	i	nt	i	6	-3	i	i	i	i	nt
CN(CC(=O)N1CCCc2c1c(=O)oc1ccc(O)cc21)Cc1ccccc1	0.2	i	-1	i	4	6	i	i	i	i	-1
CC(=O)OCC(=O)N1N=C(c2ccc3ccccc3c2)CC1c1ccccc1 (stereo not drawn)	1.2	i	4	i	-106	-5	i	i	i	i	-73
CCOc1ccc(Nc2ncnc3ccc([N+](=O)[O-])cc23)cc1	1.9	i	4	i	-2	3	i	i	i	i	5
CCn1ncc([C@@H]2C[C@H]3CN(Cc4cccc(Cl)c4)C(=O)[C@]34CCCN24)c1C	0.1	i	7	i	4	-20	i	i	i	i	-6
O=C(NC1CCCCC1)C(c1ccco1)N(C(=O)c1csnn1)c1ccccc1 (stereo not drawn)	0.2	i	-13	i	-21	0	i	i	i	i	-4
CC1(C)Cc2c(cnn2-c2ccc(F)cc2)C(NC(=O)c2ccco2)C1 (stereo not drawn)	0.6	i	10	i	8	1	i	i	i	i	-43
O=C(COc1ccc(NS(=O)(=O)c2ccc(F)cc2)cc1)N1CCOCC1	0.5	i	-5	i	7	-14	i	i	i	i	-4
CC(=O)N1CCC2(CC1)C(C#N)=C(N)Oc1n[nH]c(C)c12	-0.2	i	-6	i	-8	-3	i	i	i	i	-32
CC/C(=C(/CC)c1ccc(O)cc1)c1ccc(O)cc1	0.3	i	5	i	6	-8	i	i	i	i	-9
Cc1ccc(-c2nc3ncccc3o2)cc1NC(=S)NC(=O)c1ccco1	0.1	i	4	i	-42	-1	i	i	i	i	-15
O=C(COC(=O)c1cc(Cl)ccc1Cl)NCCN1C(=O)CSC1=O	0.0	i	-2	i	12	-1	i	i	i	i	22
CC(=O)N(c1ccccc1)C1SC(=O)N(c2ccccc2)C1=O (stereo not drawn)	nt	i	4	i	-16	-11	i	i	i	i	-5
O=C1CCCN1C(=O)CCC(=O)N1CCCC1=O	-0.4	i	-4	i	-16	-9	i	i	i	i	-25
Cc1cc([N+](=O)[O-])nn1CCCC(=O)NCc1ccccc1	-0.3	i	-3	i	19	1	i	i	i	i	-18
C/C(=N/O)c1ccc2c(c1)OCCOCCOc1cc(/C(C)=N/O)ccc1OCCOCCO2	0.3	i	0	i	-35	32	i	i	i	i	2
COc1ccc(CN2C(=O)CCC2(C)C(=O)NC2CCCCCC2)cc1 (stereo not drawn)	0.0	i	-3	i	18	14	i	i	i	i	-12
CN(C)N1C(N)=C(C#N)C(c2cccc(Cl)c2)C2=C1CCCC2=O (stereo not drawn)	1.4	i	0	i	6	-9	i	i	i	i	-48
NNC(=O)C(=O)Nc1ccc(Cl)c(Cl)c1	-0.7	i	2	i	-12	2	i	i	i	i	-24
COCCn1c(-c2ccc(NC(C)=O)cc2)nc2c1c(=O)[nH]c(=O)n2CC(C)C	0.4	i	-1	i	22	-3	i	i	i	i	-20
CCOc1ccccc1/C=C/c1onc(C)c1S(=O)(=O)N1CCC(C(=O)N(CC)CC)CC1	0.0	i	1	i	9	5	i	i	i	i	-25
O=[N+]([O-])c1cc(/C=N/N2CCN(Cc3ccccc3)CC2)ccc1Cl	0.6	i	6	i	-29	-5	i	i	i	i	-3
CCC1CSC(Nc2ccc(C(=O)/C=C/c3ccc(Br)cc3)cc2)=N1 (stereo not drawn)	0.6	i	11	i	-19	-5	i	i	i	i	-4
CC1CCCCN1S(=O)(=O)c1ccc(NC(=O)c2cccs2)cc1 (stereo not drawn)	-0.1	i	4	i	10	3	i	i	i	i	-7
COC(=O)c1ccc(Cl)c(NC(=O)CN(c2ccc3c(c2)OCO3)S(C)(=O)=O)c1	-0.1	i	-2	i	40	12	i	i	i	i	-11

Four of these compounds in a different format:
mol,HIF act,TRPC4 inh,IEC-6 tox,TRPC4 agonist,aSyn UTR inh,SKKanGAS inh,TRPC6 inh,TRPC4 potent,TRPC6 activator,MrgX1 antag,KLF5 inh
CN(CC(=O)N1CCCc2c1c(=O)oc1ccc(O)cc21)Cc1ccccc1,0.2,i,-1,i,4,6,i,i,i,i,-1
CN(C)N1C(N)=C(C#N)C(c2cccc(Cl)c2)C2=C1CCCC2=O (stereo not drawn),1.4,i,0,i,6,-9,i,i,i,i,-48
Cc1ccc(-c2nc3ncccc3o2)cc1NC(=S)NC(=O)c1ccco1,0.1,i,4,i,-42,-1,i,i,i,i,-15
O=C(COC(=O)c1cc(Cl)ccc1Cl)NCCN1C(=O)CSC1=O,0.0,i,-2,i,12,-1,i,i,i,i,22

Later entries:
SMILES	HIF act	TRPC4 inh	IEC-6 tox	TRPC4 agonist	aSyn UTR inh	SKKanGAS inh	TRPC6 inh	TRPC4 potent	TRPC6 activator	MrgX1 antag	KLF5 inh
CCSc1nnc(NC(=O)c2ccc3ccccc3n2)s1	2.4	i	6	i	-51	82*	i	i	i	i	1
COc1ccc(OC)c(NC(=O)CNC(=O)c2cccs2)c1	-0.2	i	2	i	-3	0	i	i	i	i	-14
O=C(CCC1N=C2c3ccccc3N=C(SCc3ccc(Cl)cc3)N2C1=O)NCc1ccco1 (stereo not drawn)	-0.3	i	-4	i	12	10	i	i	i	i	13
COc1ccc(NC(=O)CN(C)C(=O)Cc2ccc3c(c2)OCCO3)cc1	0.5	i	nt	i	5	-6	i	i	i	i	nt
O=C(CC(c1ccccc1)c1ccccc1O)N1CCCC1 (stereo not drawn)	-0.4	i	0	i	-7	1	i	i	i	i	-24
COc1ccc(OC)c(CCNC(=O)c2ccc(NC3=NC4CS(=O)(=O)CC4S3)cc2)c1 (stereo not drawn)	0.1	i	0	i	-3	-5	i	i	i	i	-22
CCOc1ccc(S(=O)(=O)NCCC(=O)OC(C)C(=O)N2CCc3ccccc32)cc1 (stereo not drawn)	-0.3	i	-8	i	6	-1	i	i	i	i	-2
Cc1cccc2nc(-c3ccccc3)nc(N3CCC(O)(c4ccc(Cl)cc4)CC3)c12	0.1	i	-2	i	19	29	i	i	i	i	-19
COc1cc(CC(=O)NCCc2ccc(OCc3ccccc3)cc2)c([N+](=O)[O-])cc1OC	-0.5	nt	-1	nt	7	2	nt	nt	nt	i	-29
O=C1c2cccc(OCC(=O)N3CCCc4ccccc43)c2CCN1Cc1ccc(Br)cc1	-0.1	i	-6	i	6	24	i	i	i	i	-26
CCn1c(CNC(=O)c2cccs2)nnc1SCC(=O)Nc1cc(Cl)ccc1C	-0.9	i	6	i	7	1	i	i	i	i	-42
COc1ccc(NC(=O)C2CCN(c3cnccn3)CC2)cc1OC	-1.4	i	-1	i	-1	-5	i	i	i	i	-32
Cc1cc(C)nc(N2CCCC(C(=O)Nc3ccc4c(c3)OCCO4)C2)n1 (stereo not drawn)	-0.3	i	-8	i	6	1	i	i	i	i	-11
CCOCCCNC(=O)c1cc(Sc2nnc(C)s2)nc2ccccc12	0.1	i	3	i	-16	-6	i	i	i	i	-8
CCOC(=O)C(=CNc1nc(-c2ccc3ccccc3c2)cs1)C(=O)OCC	1.1	i	0	i	-55	10	i	i	i	i	-9
COC(=O)c1ccc(CN2CCC(Oc3ccc(C(=O)N4CCCCC4)cc3)CC2)cc1	-0.2	i	2	i	-15	0	-5.7*	i	i	i	-16
CCN(CC)c1ncnc2scc(C3COc4ccccc4O3)c12 (stereo not drawn)	-42	-7*	0	i	-1	9	i	i	i	i	-8
CCCCn1c(N)c(N(CCOC)C(=O)CSc2nnc(-c3ccc(C(C)(C)C)cc3)n2N)c(=O)[nH]c1=O	-1.6	i	nt	i	-4	-5	i	i	i	i	nt
O=C(NCc1ccccc1)C1CCCN(c2cnccn2)C1 (stereo not drawn)	-0.1	i	-3	i	-9	-2	i	i	i	i	-24
O=C(Nc1ccc(Cc2ccncc2)cc1)C1CCC(N2C(=O)C3C4C=CC(C4)C3C2=O)CC1 (stereo not drawn)	0.5	i	0	i	-11	-12	i	i	i	i	-43
COc1ccc(C(=O)CCC(=O)NC2=NCCS2)cc1	nt	i	-5	i	1	-7	i	i	i	i	-10
O=C(c1ccccc1Oc1ccccc1)N1CCN(c2ccccc2)CC1	0.2	i	-2	i	10	1	i	i	i	i	3
COc1ccc(Cl)cc1NC(=O)Cc1c(F)cccc1Cl	-0.8	i	13	i	-12	-8	i	i	i	i	-5
O=C(NCCN1CCN(c2ccccc2Cl)CC1)Nc1ccccc1	-1.4	i	-3	i	-4	-1	i	i	i	i	-41
Nc1nc(Nc2ccccc2)nc(C(F)(F)F)n1	-23	i	-3	i	-6	0	i	i	i	i	-58
CCCn1nnc(NC(=O)/C=C/c2ccccc2)n1	1.1	i	-5	i	-47	-7	i	i	i	i	-36
CC1(c2ccc(OCC#N)cc2)C=C(c2ccc(OCC#N)cc2)n2nc(C(F)(F)F)nc2N1 (stereo not drawn)	-0.4	i	7	i	-17	7	i	i	i	i	-21
CCN1CCCC(NC(=O)c2scc3c2CCCC3)C1 (stereo not drawn)	0.0	i	0	i	-6	-3	i	i	i	i	-33
O=C(CCn1c(=O)[nH]c2ccsc2c1=O)N1CCN(c2ccc([N+](=O)[O-])cc2)CC1	-1.8	i	9	i	-1	10	i	i	i	i	-1
CC1CN(c2nnc(NC(=O)c3ccccc3)s2)CC(C)O1 (stereo not drawn)	3.0	i	-3	i	-51	-4	i	i	i	i	-75

No enrichment for hits; overall some 5.8% were active at least once.
